Screening results from PubChem.
C2C12 statin – suppression of simvastatin myotoxicity | C2C12 myotubes + simvastatin, ATP luminescence, 48 h; scaled: DMSO 0, geranylgeraniol control 100 | rescue of ATP level, % at 7.49 µM | actives 0.78% (n = 330,000);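 active = mean ATP rescue above about 67%, or every replicate alone reaching that limit, limit read from the data, passing the limit was not always enough; inconclusive = no clear call, values can overlap the other calls; inactive = mean under the limit and some replicate under it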;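 note: myotubes were challenged with 10 µM simvastatin during compound exposure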
F508del corr – CFTR F508del correction in bronchial cells; CFBE cells, YFP halide quenching; stimulated with forskolin plus potentiator P3; % fluorescence drop versus neutral controls; actives 0.36% (n = 350,000); activity (quench increase), % at 7.58 µM;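 active = mean added fluorescence quench of at least 8% versus neutral control, with both replicates also reaching 8%; inconclusive = only one of the mean or replicate conditions met; inactive = mean below 8% and not both replicates reaching 8%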;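 note: cells transiently co-express mutant CFTR-F508del with the halide-sensitive YFP; corrector assay measuring rescue of mutant channel to the surface after 24 h compound exposure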
Cneo AK release – causes C. neoformans cell lysis; actives 0.2% (n = 360,000); adenylate kinase release luminescence, 4 h; normalised: neutral wells 0, clomiphene wells 100; lysis activity, % at 15 µM; AID 651654;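 active = mean lysis activity across replicates of at least 80%, whatever share of replicates individually reach that level; inactive = mean lysis activity below 80%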
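Assay system: log-phase C. neoformans yeast / Quantity: yeast cell density of 5 × 10^6 cells/mL / Medium: fresh YPD growth medium / Compound: single dose / Timing: static 4 h at 37 °C with compound, 1 h detection / Measured by: adenylate kinase release luminescence / Read-out: lysis from increased AK signal / Benchmarks: Clomiphene as positive lysis control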
PGC1a acetyl inh – lowers PGC1a acetylation signal in U2OS cells. AlphaScreen anti-acetyl-lysine; with virally co-expressed GCN5 acetyltransferase. AID 651687. inhibition, % at 15.6 µM. actives 0.17% (n = 350,000);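 active = every replicate shows inhibition of at least 40%; inconclusive = mean inhibition at least 40% but some replicate below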;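 note: 0% = neutral control wells and 100% = positive control wells; some results beyond the cut were filed as inactive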
FN deposition inh – fibronectin deposition inhibition | actives 0.086% (n = 350,000) | AH1F fibroblasts, Alexa488-fibronectin deposition fluorescence, overnight | inhibition, % at 12.6 µM;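 active = mean inhibition across replicates of 30% or more, regardless of how many single replicates reach that level; inconclusive = mean under 30% yet at least half of replicates reach 30%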;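 note: positive control wells lacked labelled fibronectin entirely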
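Test system: AH1F fibroblast monolayer depositing Alexa488-labelled fibronectin into matrix. Input: 10000 cells per well. Technique: fluorescence, ex 485 nm, em 525 nm. Buffer or medium: DMEM plus 2% serum, read in PBS. Timing: 1 h cell adhesion before compound, then overnight fibronectin incubation. Compound: single dose, pinned. Read-out basis: inhibition from reduced deposited-fibronectin fluorescence.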
miR-122 sensor – inhibitors of miR-122 in Huh7 cells | Huh7 miR-122 Renilla luciferase sensor, 48 h; neutral wells = 0, positive control = 100 | activation (reporter increase), % at 12.5 µM | actives 0.3% (n = 340,000) | AID 602342;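 active = mean replicate activation score at least 90 and every replicate individually at or above 90; inconclusive = only one of the two criteria met; inactive = neither criterion met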;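 note: higher luciferase means less miR-122 activity so hits act as miR-122 inhibitors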
GSIS activator – GLuc luminescence reporter in INS-1E cells, primary screen for activators of glucose-dependent secretion of insulin. INS-1E GLuc reporter insulin secretion, 2-3 h. activation, % at 16.6 µM. actives 0.61% (n = 370,000). AID 743287;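 active = lowest replicate activation of at least 40%, so every replicate reaches that level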;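 note: 0% = median of neutral control wells and 100% = median of IBMX positive control wells; some compounds called inactive have numbers as strong as hits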
PglD DTNB – inhibitors of Campylobacter jejuni PglD acetyltransferase; inhibition, % at 12.5 µM; actives 0.098% (n = 360,000); purified PglD enzyme, DTNB colorimetric CoA detection; in the data active = inhibition above about 16%, passing the limit was not always enough; inconclusive = no clear call, values can overlap the other calls; note: strong numbers were not always called active
Starred values were filed as active, the others as inactive; u = inconclusive; x = not tested or not shown; & = joins results of further samples; [ ] = remark or other dose.

Each structure is followed by: C2C12 statin	F508del corr	Cneo AK release	PGC1a acetyl inh	FN deposition inh	miR-122 sensor	GSIS activator	PglD DTNB
COc1cc(/C=N/N=C2/NC(=O)C(Cc3ccc(F)cc3)S2)ccc1O (stereo not given)
→ x	3.1	x	0	7	-11	5	x
COc1ccc(N)cc1NC(=O)CN1CCCC1
→ -2	-1.2	1	-10	0	-5	-1	-5
C[C@@H]1CN([C@@H](C)CO)C(=O)c2cc(NC(=O)CCN3CCOCC3)ccc2O[C@@H]1CN(C)Cc1ccncc1
→ 8	-0.2	-1	2	x	1[16.7 µM]	13	6
C[C@@H]1CN([C@@H](C)CO)C(=O)c2cccc(NC(=O)Nc3ccc(C(F)(F)F)cc3)c2O[C@@H]1CN(C)C(=O)Nc1ccc2c(c1)OCO2
→ -11	3.0	42	-1	x	1[16.7 µM]	-16	4
CCCS(=O)(=O)n1nc(-c2ccc(C)cc2)cc1N
→ -15	-0.1	-2	-14	-3	-1	-6	x
C[C@@H]1CN([C@@H](C)CO)S(=O)(=O)c2ccc(C3=CCCC3)cc2O[C@@H]1CN(C)Cc1cncnc1
→ -4	0.8	-1	-15	x	-16[16.7 µM]	1	0
FC(F)Oc1ccc(C2=Nn3c(nnc3-c3ccccc3Cl)SC2)cc1OCC1CC1
→ 22	5.1	6	10	6	-3	10	-6
COc1ccc(CC(=O)Nc2c3c(nn2-c2cccc(C)c2C)CS(=O)C3)cc1 (stereo not given)
→ -4	x	0	4	x	-6	1	-4
CCc1nnc(SCC(=O)Nc2ccc3c(c2)OCO3)n1CC
→ 13	-1.2	-3	x	x	x	9	2
COc1ccc(NC(=O)CSc2nnc(Cn3nnc4ccccc43)n2C)cc1
→ 6	x	-1	5	x	-5	24	3
Cc1ccccc1S(=O)(=O)N1C[C@@H](O)COC[C@@H]2O[C@H](CC(=O)N3CCC(Cc4ccccc4)CC3)CC[C@H]21
→ -10	3.3	44	13	1	-13[16.7 µM]	-32	0
CC1CCCC(NC(=O)C2CCN(C(=O)Nc3ccccc3)CC2)C1C (stereo not given)
→ 4	3.6	-1	6	8	4	-3	-7
Nc1nonc1-n1nnc(C(=O)N/N=C/c2ccccc2F)c1CN1CCc2ccccc21
→ 13	-2.6	-3	-12	-4	10	12	2
CC(C)c1nc2ccc(Br)cn2c1NC1CCCC1
→ x	-2.2	x	0	5	x	-12	x
O=C(C[C@H]1C[C@@H]2c3cc(NC(=O)CC4CC4)ccc3O[C@@H]2[C@H](CO)O1)NCc1cccc(F)c1
→ 0	4.1	8	-4	-10	8[16.7 µM]	12	1
CSc1nc2c(c(=O)[nH]1)C(c1ccncc1)C(C(=O)OC(C)C)=C(C)N2 (stereo not given)
→ x	x	1	-17	-14	1	x	-3
O=C(CNS(=O)(=O)c1cccc(F)c1)OCC(=O)N1CCCC1=O
→ 16	4.5	3	10	-1	-19	-15	-6
Cc1ccn2c(NC3CCCCC3)c(-c3cccc(SC4CCCCC4)c3)nc2c1
→ -64	-2.2&4.2	-2	x	1&1	x	7	1
O=C(Nc1cccnc1)c1cc(S(=O)(=O)N2CCOCC2)ccc1Br
→ 1	-1.9	0	14	x	-4	9	1
O=C(Cn1cc2c(n1)CCCCC2)NCc1ccccc1
→ 3	0.1	0	5	1	-7	5	0
CC(OC(=O)Cc1ccc(Br)cc1)C(=O)NC1CCCC1 (stereo not given)
→ 1	-0.9	0	11	x	-1	-6	0
C[C@@H]1CN([C@H](C)CO)C(=O)c2cccc(NC(=O)CCCCCC(=O)Nc3ccccc3N)c2O[C@H]1CN(C)Cc1ccc(C(F)(F)F)cc1
→ x	-1.1	x	-44	4	x	-2	x
C/C(=N/NC(=O)CNC(=O)c1ccccn1)c1ccc([N+](=O)[O-])cc1
→ x	3.4	x	u	-3	-1	0	x
O=C([C@H]1[C@H](CO)[C@H]2Cn3c(cccc3=O)[C@H]2N1CC1CC1)N1CCc2ccccc2C1
→ 7	2.1	-2	x	x	-5[16.7 µM]	-2	1
CCN(C(=O)CCc1ccccc1)C1CCCCC1
→ -5	1.2	3	x	0	-2	26	-1
O=c1[nH]nc(SCCS(=O)(=O)c2ccc(F)cc2)n1-c1ccccc1
→ x	-5.1	2	-53	-8	-8	12	0
CO[C@@H]1CN(C)C(=O)c2ccc(NC(=O)C3CCCCC3)cc2OC[C@@H](C)N(C)C[C@H]1C
→ 2	-1.7	x	x	-10	5[16.7 µM]	-3	x
COc1ccc(S(=O)(=O)N(C)CC(=O)NCc2ccc3c(c2)OCO3)cc1
→ -3	-2.6	12	-2	3	-12	-16	6
C[C@H](CO)N1C[C@H](C)[C@@H](CN(C)C(=O)Nc2cccc3ccccc23)Oc2c(NC(=O)Nc3ccc4c(c3)OCO4)cccc2C1=O
→ 45	1.8	-8	0	x	2[16.7 µM]	-17	-2
Cc1ccc(-c2noc(CSc3nnc(-c4cccs4)n3C)n2)cc1
→ -7	x	-1	x	x	-5	8	-2

13 consecutive compounds from above, quoted:
Each structure is followed by: C2C12 statin	F508del corr	Cneo AK release	PGC1a acetyl inh	FN deposition inh	miR-122 sensor	GSIS activator	PglD DTNB
O=C(CNS(=O)(=O)c1cccc(F)c1)OCC(=O)N1CCCC1=O
→ 16	4.5	3	10	-1	-19	-15	-6
Cc1ccn2c(NC3CCCCC3)c(-c3cccc(SC4CCCCC4)c3)nc2c1
→ -64	-2.2&4.2	-2	x	1&1	x	7	1
O=C(Nc1cccnc1)c1cc(S(=O)(=O)N2CCOCC2)ccc1Br
→ 1	-1.9	0	14	x	-4	9	1
O=C(Cn1cc2c(n1)CCCCC2)NCc1ccccc1
→ 3	0.1	0	5	1	-7	5	0
CC(OC(=O)Cc1ccc(Br)cc1)C(=O)NC1CCCC1 (stereo not given)
→ 1	-0.9	0	11	x	-1	-6	0
C[C@@H]1CN([C@H](C)CO)C(=O)c2cccc(NC(=O)CCCCCC(=O)Nc3ccccc3N)c2O[C@H]1CN(C)Cc1ccc(C(F)(F)F)cc1
→ x	-1.1	x	-44	4	x	-2	x
C/C(=N/NC(=O)CNC(=O)c1ccccn1)c1ccc([N+](=O)[O-])cc1
→ x	3.4	x	u	-3	-1	0	x
O=C([C@H]1[C@H](CO)[C@H]2Cn3c(cccc3=O)[C@H]2N1CC1CC1)N1CCc2ccccc2C1
→ 7	2.1	-2	x	x	-5[16.7 µM]	-2	1
CCN(C(=O)CCc1ccccc1)C1CCCCC1
→ -5	1.2	3	x	0	-2	26	-1
O=c1[nH]nc(SCCS(=O)(=O)c2ccc(F)cc2)n1-c1ccccc1
→ x	-5.1	2	-53	-8	-8	12	0
CO[C@@H]1CN(C)C(=O)c2ccc(NC(=O)C3CCCCC3)cc2OC[C@@H](C)N(C)C[C@H]1C
→ 2	-1.7	x	x	-10	5[16.7 µM]	-3	x
COc1ccc(S(=O)(=O)N(C)CC(=O)NCc2ccc3c(c2)OCO3)cc1
→ -3	-2.6	12	-2	3	-12	-16	6
C[C@H](CO)N1C[C@H](C)[C@@H](CN(C)C(=O)Nc2cccc3ccccc23)Oc2c(NC(=O)Nc3ccc4c(c3)OCO4)cccc2C1=O
→ 45	1.8	-8	0	x	2[16.7 µM]	-17	-2

Continuation.
Each structure is followed by: C2C12 statin	F508del corr	Cneo AK release	PGC1a acetyl inh	FN deposition inh	miR-122 sensor	GSIS activator	PglD DTNB
CCCC(C)C(=O)OCC(=O)NCc1ccc(OC)c(OC)c1 (stereo not given)
→ x	1.5	x	5	-8	x	15	x
O=C(Nc1ccccc1)N1CCCCN2[C@H](CO)[C@@H](c3ccc(C#CC4CC4)cc3)[C@H]2C1
→ x	-1.2	-1	3	x	11[16.7 µM]	-22	-1
COCc1cc(=O)[nH]c2cc(NC(=O)c3cccc(OC)c3)c(C)cc12
→ -7	-1.6	1	13	0	-1	5	-6
C[C@@H]1CN([C@@H](C)CO)C(=O)c2cc(NC(=O)Nc3ccc(C(F)(F)F)cc3)ccc2O[C@@H](C)CCCCO[C@@H]1CN(C)C(=O)NC1CCCCC1
→ x	3.5	-3	10	x	2[16.7 µM]	13	-1
Cc1ccc(OC(=O)c2cccc([N+](=O)[O-])c2)c(-n2nc3ccccc3n2)c1
→ -1	x	x	-15	10	-4	-31	x
C[C@H](NC(=O)C1CC(=O)N(c2ccc3c(c2)OCCO3)C1)C(=O)NCc1ccco1 (stereo not given in full)
→ 2	0.3	-1	0	6	-8	-1	5
CC(C)NC(=O)N(C)C[C@@H]1Oc2c(NC(=O)c3cnccn3)cccc2C(=O)N([C@@H](C)CO)C[C@@H]1C
→ 6	-0.2	-4	-8	x	5[16.7 µM]	-20	1
C[C@H](CO)N1C[C@H](C)[C@H](CN(C)C(=O)Nc2ccccc2C(F)(F)F)OCc2cnnn2CCCC1=O
→ 3	-2.2	54	2	3	4[16.7 µM]	6	0
CC(C)CN(C(=O)CCC(=O)OCC(=O)NCCc1ccccc1)c1c(N)n(CC(C)C)c(=O)[nH]c1=O
→ 17	0.1	0	1	6	1	4	2
CO[C@@H]1CN(C)C(=O)c2ccc(NC(=O)C3CCCC3)cc2OC[C@H](C)N(C(C)=O)C[C@H]1C
→ 9	-3.7	5	-30	-5	x	-4	-1
CN(C)C(=O)C[C@H]1CC[C@@H]2[C@H](COC[C@@H](O)CN2Cc2ccc(C(F)(F)F)cc2)O1
→ 41	-1.5	-2	7	-9	-1[16.7 µM]	6	0
COc1cccc(NC(=O)CN(C)C(=O)c2cc(-c3ccc(C)o3)nc3ccccc23)c1
→ 7	-3.1	-1	-6	-8	-1	x	-2
C[C@@H]1CN([C@@H](C)CO)C(=O)c2cc(C#CCC3CCCC3)cnc2O[C@H]1CN(C)C(=O)CC1CC1
→ 23	-2.7	-6	3	x	1[16.7 µM]	-21	0
CCOc1ccc(CNC(=O)C2Cc3cc(S(=O)(=O)N4CCCCC4)ccc3N2C(C)=O)cc1 (stereo not given)
→ 41	3.0	-3	4	5	-1	-4	1
CC(=O)Nc1ccc(NS(=O)(=O)c2ccc(Cl)c(C(=O)O)c2)cc1
→ -3	1.3	-4	8	x	-7	9	-3
O=C(CCCCCCN1C(=O)c2ccccc2C1=O)N1CCC(c2ccccc2)C1 (stereo not given)
→ x	x	4	-6	x	0	-19	-6
CCCn1c(CCc2ccccc2)nnc1SCC(=O)N1CCOCC1
→ -1	x	1	5	x	-2	-1	1
CCOc1ccccc1N1CCN(C/C=C/c2ccc(N(C)C)cc2)CC1
→ 25	x	-18	-10	x	0	x	5
Cn1ccnc1SCC(=O)NC1CCCC1
→ 1	0.7	22	-6	-5	-4	10	-3
CCOC(=O)c1sc2nc3c(cc2c1N)COC(C)(CC)C3 (stereo not given)
→ -8	x	-6	-1	15	-3	x	-3
Cc1cc(S(=O)(=O)N(Cc2ccc(C(C)C)cc2)CC2CCCO2)ccc1-n1cnnn1 (stereo not given)
→ 16	x	-1	1	x	18	-23	4
NC(=O)C(C1=CCCCC1)c1ccccc1 (stereo not given)
→ -3	-4.4	-1	-2	7	-7	x	3
